Source: PubChem (Icahn School of Medicine at Mount Sinai)
RBX1-CUL1 inh: inhibitors of human ROC1-CUL1 ubiquitin ligase activity. AID 1347404, 2020. hit rate 0.6% among 140,000. inhibition, % at 10 µM. E3 ubiquitin-protein ligase RBX1 (Homo sapiens) + Cullin-1 (Homo sapiens), P62877+Q13616. in vitro K48 di-Ub FRET, acceptor:donor ratio, 45 min; in the data active = inhibition above about 25%
Target sequence (P62877 whole entry, looked up): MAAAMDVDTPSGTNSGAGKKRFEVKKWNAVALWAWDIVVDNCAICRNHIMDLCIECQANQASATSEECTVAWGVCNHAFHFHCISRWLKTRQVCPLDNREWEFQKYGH
Target sequence (Q13616 whole entry, looked up): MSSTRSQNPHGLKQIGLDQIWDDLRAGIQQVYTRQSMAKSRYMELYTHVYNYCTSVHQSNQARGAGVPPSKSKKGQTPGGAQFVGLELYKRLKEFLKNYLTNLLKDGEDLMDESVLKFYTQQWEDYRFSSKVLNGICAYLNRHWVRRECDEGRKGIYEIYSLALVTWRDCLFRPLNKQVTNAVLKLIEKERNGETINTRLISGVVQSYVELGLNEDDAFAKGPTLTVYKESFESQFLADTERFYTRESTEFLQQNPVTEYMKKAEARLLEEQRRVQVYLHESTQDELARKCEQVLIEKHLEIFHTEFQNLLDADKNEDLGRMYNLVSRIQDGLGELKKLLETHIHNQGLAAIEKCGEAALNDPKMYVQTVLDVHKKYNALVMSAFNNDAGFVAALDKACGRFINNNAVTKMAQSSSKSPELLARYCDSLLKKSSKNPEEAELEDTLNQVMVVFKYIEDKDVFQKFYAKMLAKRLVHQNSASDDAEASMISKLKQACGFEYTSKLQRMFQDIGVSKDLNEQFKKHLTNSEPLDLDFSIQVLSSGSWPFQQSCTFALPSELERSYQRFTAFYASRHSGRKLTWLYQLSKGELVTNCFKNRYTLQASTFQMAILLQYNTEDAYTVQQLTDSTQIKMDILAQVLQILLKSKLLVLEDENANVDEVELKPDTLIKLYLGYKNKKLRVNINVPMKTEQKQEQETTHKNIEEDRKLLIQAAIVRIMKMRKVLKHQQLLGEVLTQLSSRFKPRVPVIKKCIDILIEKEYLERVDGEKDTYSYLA
* marks the source's active call; other numbers are inactive results. A portion of the library (hit frequency here may not be typical).

RBX1-CUL1 inh	Compound
13.8	COc1ccc(NCc2ccccc2-c2nnc(-c3ccccc3)o2)cc1Cl
4.6	Cc1cc(N(C)C)ccc1[N+](=O)[O-]
-12.2	CCOC(=O)c1cc[n+](CC(N)=O)cc1
17.8	CCOc1cc(CN2CCC(C(Cc3ccccc3F)N(C)C(=O)c3ccsc3)CC2)ccc1O (configuration not stated)
2.9	O=C1CN(C(=O)c2ccccc2)C(c2ccccc2Cl)c2cc(Br)ccc2N1 (configuration not stated)
-4.8	Cn1c(=O)c(=O)n(C)c2cc(S(=O)(=O)CCC(=O)Nc3cccc(C(F)(F)F)c3)ccc21
7.5	C=CCNS(=O)(=O)Cc1ccc(F)cc1
-1.4	CC(=O)N(C)c1ccc(NC(=O)C(F)(F)F)cc1
4.7	Cc1nc2ccccc2nc1CN1CCN(CC(C)C)C(CCO)C1 (configuration not stated)
5.4	Cc1ccc(S(=O)(=O)N/N=C2/CCCCC2S(=O)(=O)c2ccccc2)cc1 (configuration not stated)
-2.5	C=C(C)C1CC=C(C)/C(=N/NC(=O)CCCOc2ccc(Cl)cc2Cl)C1 (configuration not stated)
10.3	COc1ccccc1CN1C(=O)O[C@@H]2CN(Cc3cccc(C)n3)C[C@@H]21
-3.6	Nc1ccccc1C(=O)NCCN1CCN(Cc2ccccc2)CC1
0.4	COc1cccc(S(=O)(=O)Nc2ccc(C(=O)N3CCCC3)cc2)c1
0.1	Brc1ccc(-c2csc3ncnc(N4CCCCC4)c23)cc1
-7.9	CSc1cccc(NC(=O)C2CCN(S(C)(=O)=O)CC2)c1
-3.2	Cc1ccc(C(=O)N2CCN(Cc3ccco3)CC2)cc1
4.7	COc1nccnc1NS(=O)(=O)c1ccc(N=CC2C(=O)NC(=O)N(c3ccc(C)c(C)c3)C2=O)cc1 (configuration not stated)
1.0	CC1CCc2c(C(=O)N3CCN(c4ccccn4)CC3)csc2C1 (configuration not stated)
-6.7	Clc1ccc(CSc2nnc(COc3cccc4ccccc34)o2)cc1
-3.6	Cc1nc(-c2ccncc2)ncc1C(C)NC1CCCCC1 (configuration not stated)
-4.1	COc1ccc(NC(=O)c2cnn(-c3ccc(F)cc3F)c2C2CCN(C(=O)OC(C)(C)C)CC2)cc1Cl
0.9	COc1ccc(-c2csc(-c3c(N)c(C(=O)c4ccccc4)n4ccccc34)n2)cc1OC
-7.7	COc1ccc(CCNC(=O)c2ccc3c(c2)N(Cc2ccccc2)C(=O)c2ccccc2S3=O)cc1OC (configuration not stated)
-15.2	COCc1[nH]nc2c1C(c1c(Cl)cccc1Cl)C(C#N)C(=N)O2 (configuration not stated)
9.2	CC1=Nc2ncnn2C(c2ccc(OC(=O)c3ccccc3)cc2)C1C(=O)Nc1ccccn1 (configuration not stated)
0.8	COc1cc(C(=O)NC(C)(C)C)cc(OC)c1OC
-0.8	COc1cccc(CNC(=O)c2ccc(-c3nc(CSc4ccccc4)c(C)o3)cc2)c1
1.6	COc1ccc(C)cc1NC(=O)C1CCN(S(=O)(=O)c2ccc3[nH]c4c(c3c2)CCCCC4)CC1
9.6	O=C(/C=C/c1ccc(Cl)cc1)NNc1nc2ccccc2s1
-6.7	COc1ccc(CCNC(=O)C2Cc3ccccc3CN2S(=O)(=O)c2cccs2)cc1OC (configuration not stated)
-1.5	COc1ccc(-c2noc(Cn3c(=O)c4ccccc4n(CC(=O)Nc4cccc(C(F)(F)F)c4)c3=O)n2)cc1
6.5	C/C(=C\c1ccccc1)CN1CCC2(CCCN(C)C2=O)C1 (configuration not stated)
6.5	CCn1cc(C(=O)NCCCN(CC(C)C)CC(C)C)c(=O)c2cc(S(=O)(=O)N(C)C3CCCCC3)ccc21
-4.5	Cc1ccc(CNC(=O)CC#N)cc1
2.3	CN(C)S(=O)(=O)Nc1cccc(OC(=O)N2CCOCC2)c1
9.6	COc1ccc(/C=C2\C(=O)N(C)C(=O)N(c3ccccc3)C2=O)c(OC)c1
-1.2	CC1(C)C2C(OC3C4CCCCC4S(=O)(=O)C31)C1CCCCC1S2(=O)=O (configuration not stated)
-0.6	O=C(Nc1nncs1)c1cccc(S(=O)(=O)Nc2cccnc2)c1
-5.3	Cc1cc(C)c(S(=O)(=O)N2CCC(N3CCN(Cc4ccc(F)cc4)C(=O)C3=O)CC2)c(C)c1
3.8	CCN(CC)CCn1c(=O)n(C)c(=O)c2[nH]cnc21
-1.0	COc1cccc(CN(C(=O)c2ccc(C(C)(C)C)cc2)C2CCS(=O)(=O)C2)c1 (configuration not stated)
-7.8	CC(=O)CSc1ncnc2c1oc1nc(-c3ccccc3)cc(C)c12
-0.5	Cc1c(CC(=O)NC2CCSC2)c2c(n1C(C)C)CC(C)(C)CC2=O (configuration not stated)
5.3	CCc1cccc(-n2c(C)nc3c(cnn3-c3ccc(Cl)cc3)c2=O)c1
12.4	Cc1ccccc1OCCCC(=O)Nc1ccc(S(=O)(=O)Nc2ncccn2)cc1
12.8	O=C(COc1cccc(Br)c1)N1CCN(c2ccccc2)CC1
-5.9	CCc1ccc2c(c1)c(=O)c(S(=O)(=O)c1ccc(F)cc1)cn2CC(=O)Nc1ccccc1OC
10.6	C=CCNC(=O)C1CCCN1c1nc(C)c2cc(OCC)ccc2n1 (configuration not stated)
-1.3	O=C(Nc1ccccc1C(=O)OCc1cc(=O)n2nc(C3CC3)sc2n1)c1ccc(Cl)cc1

The listing continues.
RBX1-CUL1 inh	Compound
6.9	O=C(Nc1ccc2c(c1)OCCO2)C1CC2CCCC(C1)C2=O (configuration not stated)
1.9	COc1cc(/C=C\C(=O)O)cc(S(=O)(=O)Nc2ccc(C(=O)O)cc2)c1OC
9.8	O=C(Nc1ccc(Br)cc1F)C1CCN(c2nc3ccccc3[nH]2)CC1
6.6	CCOC(=O)COc1c(I)cc(/C=C2/SC(=Nc3ccc(OC)cc3)NC2=O)cc1OC
-5.6	c1ccc(N2CC3C4c5ccccc5C(c5ccccc54)C3C2)cc1 (configuration not stated)
-5.9	CCCCN(CC)CCCNC(=O)c1cc2c(=O)oc3ccc(C)cc3c2s1
-4.3	COC(=O)C1N=C(c2ccccc2)C2(S1)c1ccccc1-c1ccccc12 (configuration not stated)
-11.3	O=[N+]([O-])c1ccc(C2=Nc3c(Br)cc(Br)cc3C(c3ccccc3)(c3ccccc3)O2)o1
-6.9	O=C(NCCCc1ccccn1)c1ccc(N2CCN3CCCC3C2)nc1 (configuration not stated)
3.3	CN(C)c1cc(NC(=O)CN2CCC(C(N)=O)CC2)c2ccccc2n1
-3.8	COC(=O)n1cnc(C(N)=S)c1N
-13.1	CN(C)c1ccc(/C=C2\CCCC3C2=NN(C(=O)c2cccs2)C3c2ccc(N(C)C)cc2)cc1 (configuration not stated)
1.4	CCOc1ccc(C2C(C(=O)Nc3ccccc3)=C(C)N=c3s/c(=C\c4cccc(OCC(=O)O)c4)c(=O)n32)cc1 (configuration not stated)
1.0	COc1cccc2cc(-c3nnc(-c4ccc(Cl)cc4)o3)c(=O)oc12
2.9	COc1ccc(C)cc1NC(=O)CCc1c(C)nn(-c2ccc(N3CCOCC3)nn2)c1C
-2.7	CC(C)(C)C(=O)c1sc(Nc2ccccc2)c(C#N)c1N
-1.8	Cc1ccc2nc(C)c(C(=O)N/N=C/c3cccc([N+](=O)[O-])c3)cc2c1
-0.8	CCC(C(=O)Nc1cccc(-c2nc3cccnc3s2)c1C)c1ccccc1 (configuration not stated)
5.1	CCCN1C(=O)/C(=C\c2cccn2-c2cccc(C(F)(F)F)c2)C(=O)N(c2ccccc2)C1=S
-6.1	COC(=O)c1ccccc1NC(=O)C1=C(C)C(=O)OC12CCCCCC2

Molecules listed so far with a thiophene ring, fused or not (seven):
RBX1-CUL1 inh	Compound
17.8	CCOc1cc(CN2CCC(C(Cc3ccccc3F)N(C)C(=O)c3ccsc3)CC2)ccc1O (configuration not stated)
0.1	Brc1ccc(-c2csc3ncnc(N4CCCCC4)c23)cc1
1.0	CC1CCc2c(C(=O)N3CCN(c4ccccn4)CC3)csc2C1 (configuration not stated)
-6.7	COc1ccc(CCNC(=O)C2Cc3ccccc3CN2S(=O)(=O)c2cccs2)cc1OC (configuration not stated)
-5.9	CCCCN(CC)CCCNC(=O)c1cc2c(=O)oc3ccc(C)cc3c2s1
-13.1	CN(C)c1ccc(/C=C2\CCCC3C2=NN(C(=O)c2cccs2)C3c2ccc(N(C)C)cc2)cc1 (configuration not stated)
-2.7	CC(C)(C)C(=O)c1sc(Nc2ccccc2)c(C#N)c1N

Carrying on:
RBX1-CUL1 inh	Compound
-5.1	CCCCc1ccc(C(=O)c2c(N)c(C(=O)Nc3cccc(OC)c3)c3ccccn23)cc1
-2.5	COc1ccc2c(c1)C(=O)/C(=C/c1cccc(F)c1)CC2
-9.2	COc1ccc(CCNC(=O)c2cnc3sc(N4CCOCC4)nn3c2=O)cc1OC
-5.9	Cc1ccc(OCc2nc3ncc(Br)cc3[nH]2)c(Cl)c1
4.7	Cc1ccccc1CN1CCOc2ccc(C(C)(O)CN(C)C)cc2C1 (configuration not stated)
2.5	COc1ccc(CNC(=O)CSc2ncc(S(=O)(=O)c3ccc(C)c(Cl)c3)c(=O)[nH]2)cc1
-1.2	CCCCC1CCC(C(=O)N2CC(=O)Nc3ccc(C)cc3C2c2ccc(F)cc2)CC1 (configuration not stated)
4.6	O=C(NCc1ccccc1Cl)c1cc2cccc3c2n1CCS3
-5.2	Cn1c(=O)n(Cc2ccccc2)c(=O)c2c1nc(NCC1CCCO1)n2Cc1ccccc1 (configuration not stated)
7.9	Cc1ccc(N2C(=S)N(c3ccc(F)cc3)C3CS(=O)(=O)CC32)cc1 (configuration not stated)
-6.1	O=C(NCCO)C1(c2ccccc2)CCCC1
1.9	COCc1cc(C)nc(N/N=C\c2ccc(OCC(=O)Nc3ccc(C)c(C)c3)c(OC)c2)c1C#N
-9.1	CCOC(=O)c1ccc(NC(=O)N2CCOc3ccccc32)cc1
8.1	CC(=O)c1cccc(NC(=O)c2sc3nc4c(cc3c2N)CCCC4)c1
5.2	CCOC(=O)c1ccc(N2C(=O)CC(NCc3ccc(F)cc3)C2=O)cc1 (configuration not stated)
8.3	O=C(Nc1ccc(I)cc1C(=O)NCCN1CCOCC1)c1cccs1
4.5	Cc1noc(C)c1C(=O)NCc1ccc(F)cc1
-4.4	CCOC(=O)CCC(=O)N(NC(=O)C(O)(CCC(C)C)CCC(C)C)c1ccccc1
-5.4	Cc1ccc(C(=O)NNC(=S)NC(=O)COc2ccccc2)cc1
-2.2	COc1ccc(CNC(C)c2cnn(-c3ccc(F)cc3F)c2C)cc1 (configuration not stated)
0.3	Cc1ccc(CNS(=O)(=O)c2cnc(N)nc2)cc1
-4.0	CC1CCC2(CC1)C(Nc1cccc(Cl)c1)=NC(=S)N2CC#N (configuration not stated)
3.4	COc1ccc(Sc2ccc(Cl)cc2CC#N)cc1
2.9	CCn1cc(C(=O)N/N=C/c2ccccc2O)c(=O)c2cc(F)c(N/N=C/c3ccccc3O)cc21
1.9	Cc1ccc2c(C)c(C(=O)N3CCC(c4nc5ccccc5s4)CC3)oc2c1C
-7.5	CCCNC(=O)Nc1ccc(Cl)c(C(=O)O)c1
-3.4	Cc1cccc(NC(=O)CN2C(=O)N=C(Cc3ccccc3Sc3ccccc3)C2=O)c1
-6.9	COc1cc(=O)oc(C)c1C(=O)c1ccccc1
-5.4	COc1cccc(CSc2nc(-c3ccccc3F)nc3c2Cc2c(CO)cnc(C)c2O3)c1
-3.8	CSc1ncc(Cl)c(C(=O)N(Cc2ccccc2Cl)C2CCS(=O)(=O)C2)n1 (configuration not stated)
7.8	CCNC(=O)c1ccc(C2CCCN2C(=O)c2scc3c2OCCO3)s1 (configuration not stated)
-8.5	CCOC(=O)c1cc2c(OC)ccc(OC)c2[nH]1
5.2	CCCC(=O)Oc1cccc(C)c1C
14.3	S=c1[nH]nc(-c2ccco2)o1
-1.8	COc1cccc(C(=O)N2CCCC(CO)(CCc3ccccc3)C2)c1 (configuration not stated)
1.0	C/C(=N\Nc1nc(-c2ccccc2)c(C)s1)c1ccc(C)cc1
-9.5	COC(=O)c1ccc(/C=N\NC(=O)c2c(C)nc3sccn23)cc1
1.4	COc1ccc(Cl)cc1NC(=O)CCC(=O)c1ccc(C)cc1
11.8	Cc1cc(NC(=O)COc2ccc(C(C)(C)C)cc2)no1
-2.2	COc1cc2ccccc2cc1C(=O)Nc1cccc(S(N)(=O)=O)c1

In the list so far, 4 contain a CF3 group:
RBX1-CUL1 inh	Compound
-4.8	Cn1c(=O)c(=O)n(C)c2cc(S(=O)(=O)CCC(=O)Nc3cccc(C(F)(F)F)c3)ccc21
-1.4	CC(=O)N(C)c1ccc(NC(=O)C(F)(F)F)cc1
-1.5	COc1ccc(-c2noc(Cn3c(=O)c4ccccc4n(CC(=O)Nc4cccc(C(F)(F)F)c4)c3=O)n2)cc1
5.1	CCCN1C(=O)/C(=C\c2cccn2-c2cccc(C(F)(F)F)c2)C(=O)N(c2ccccc2)C1=S

The listing continues.
RBX1-CUL1 inh	Compound
-0.1	COc1ccccc1N1CCN(C(=O)c2c(C)oc3ncn(C)c(=O)c23)CC1
-10.1	CC(=O)N1c2c(cc(Br)cc2S(=O)(=O)N2CCN(c3ccccc3)CC2)CC1C (configuration not stated)
-6.5	Cc1ccc(/C=N\NC(=O)C(c2ccccc2)c2ccccc2)s1
-6.7	CCN(CC)S(=O)(=O)c1cc(C(=O)n2cccn2)c(Cl)cc1Cl
0.4	O=C(OCCOc1ccccc1)c1ccc(-c2ccccc2)cc1
1.0	COc1ccc(CCNC(=O)c2nc(SCc3ccc(C)cc3)ncc2Cl)cc1OC
13.3	O=C1CCC(C(=O)N2CCCCO2)CN1CCc1ccccn1 (configuration not stated)
-3.8	CCOc1ccc(CCNC(=O)Cn2nc(CC)n3c(cc4c(OC)cccc43)c2=O)cc1OCC
3.5	Cc1cc(C)cc(NC(=O)Cn2c(=O)n(CCC(C)C)c(=O)c3cccnc32)c1

An excerpt of these results, comma-delimited:
SMILES,RBX1-CUL1 inh
O=C1CCC(C(=O)N2CCCCO2)CN1CCc1ccccn1 (configuration not stated),13.3
COc1ccccc1N1CCN(C(=O)c2c(C)oc3ncn(C)c(=O)c23)CC1,-0.1
CCOc1ccc(CCNC(=O)Cn2nc(CC)n3c(cc4c(OC)cccc43)c2=O)cc1OCC,-3.8
CC(=O)N1c2c(cc(Br)cc2S(=O)(=O)N2CCN(c3ccccc3)CC2)CC1C (configuration not stated),-10.1
